Caspase-7 inhib: qHTS Assay for Allosteric/Competitive Inhibitors of Caspase-7; AID 889, 2007; Potency, µM (top dose mostly 57.5 µM), without a hit: top-dose activity change, negative = inhibition, hits mostly inhibitors; 75,000 compounds, 0.02% hits; P55210; recombinant caspase-7, Ac-DEVD-AFC fluorescence rate; active means well fitted inhibition curve with a large enough effect in the main read-out, with a control signal flat, not every such curve was filed as active; inconclusive means small, poorly fitted or top-dose-only effect, or a change in a side signal; further: potency means the concentration at half of the fitted maximal effect; % of control where 0% means no effect
BRCT inh red: qHTS Assay for Inhibitors of BRCT-Phosphoprotein Interaction (Red Fluorophore); Breast cancer type 1 susceptibility protein (Homo sapiens), P38398; BRCT-phosphopeptide binding, red fluorescence polarization; Potency, µM (top dose mostly 76.9 µM), for the others: top-dose activity change, negative = inhibition, most hits filed as inhibitors; 75,000 compounds, 0.03% hits; further: on the % scale 0 is the no-effect control and ±100 the full control effect
Target sequence (P38398 whole entry, looked up): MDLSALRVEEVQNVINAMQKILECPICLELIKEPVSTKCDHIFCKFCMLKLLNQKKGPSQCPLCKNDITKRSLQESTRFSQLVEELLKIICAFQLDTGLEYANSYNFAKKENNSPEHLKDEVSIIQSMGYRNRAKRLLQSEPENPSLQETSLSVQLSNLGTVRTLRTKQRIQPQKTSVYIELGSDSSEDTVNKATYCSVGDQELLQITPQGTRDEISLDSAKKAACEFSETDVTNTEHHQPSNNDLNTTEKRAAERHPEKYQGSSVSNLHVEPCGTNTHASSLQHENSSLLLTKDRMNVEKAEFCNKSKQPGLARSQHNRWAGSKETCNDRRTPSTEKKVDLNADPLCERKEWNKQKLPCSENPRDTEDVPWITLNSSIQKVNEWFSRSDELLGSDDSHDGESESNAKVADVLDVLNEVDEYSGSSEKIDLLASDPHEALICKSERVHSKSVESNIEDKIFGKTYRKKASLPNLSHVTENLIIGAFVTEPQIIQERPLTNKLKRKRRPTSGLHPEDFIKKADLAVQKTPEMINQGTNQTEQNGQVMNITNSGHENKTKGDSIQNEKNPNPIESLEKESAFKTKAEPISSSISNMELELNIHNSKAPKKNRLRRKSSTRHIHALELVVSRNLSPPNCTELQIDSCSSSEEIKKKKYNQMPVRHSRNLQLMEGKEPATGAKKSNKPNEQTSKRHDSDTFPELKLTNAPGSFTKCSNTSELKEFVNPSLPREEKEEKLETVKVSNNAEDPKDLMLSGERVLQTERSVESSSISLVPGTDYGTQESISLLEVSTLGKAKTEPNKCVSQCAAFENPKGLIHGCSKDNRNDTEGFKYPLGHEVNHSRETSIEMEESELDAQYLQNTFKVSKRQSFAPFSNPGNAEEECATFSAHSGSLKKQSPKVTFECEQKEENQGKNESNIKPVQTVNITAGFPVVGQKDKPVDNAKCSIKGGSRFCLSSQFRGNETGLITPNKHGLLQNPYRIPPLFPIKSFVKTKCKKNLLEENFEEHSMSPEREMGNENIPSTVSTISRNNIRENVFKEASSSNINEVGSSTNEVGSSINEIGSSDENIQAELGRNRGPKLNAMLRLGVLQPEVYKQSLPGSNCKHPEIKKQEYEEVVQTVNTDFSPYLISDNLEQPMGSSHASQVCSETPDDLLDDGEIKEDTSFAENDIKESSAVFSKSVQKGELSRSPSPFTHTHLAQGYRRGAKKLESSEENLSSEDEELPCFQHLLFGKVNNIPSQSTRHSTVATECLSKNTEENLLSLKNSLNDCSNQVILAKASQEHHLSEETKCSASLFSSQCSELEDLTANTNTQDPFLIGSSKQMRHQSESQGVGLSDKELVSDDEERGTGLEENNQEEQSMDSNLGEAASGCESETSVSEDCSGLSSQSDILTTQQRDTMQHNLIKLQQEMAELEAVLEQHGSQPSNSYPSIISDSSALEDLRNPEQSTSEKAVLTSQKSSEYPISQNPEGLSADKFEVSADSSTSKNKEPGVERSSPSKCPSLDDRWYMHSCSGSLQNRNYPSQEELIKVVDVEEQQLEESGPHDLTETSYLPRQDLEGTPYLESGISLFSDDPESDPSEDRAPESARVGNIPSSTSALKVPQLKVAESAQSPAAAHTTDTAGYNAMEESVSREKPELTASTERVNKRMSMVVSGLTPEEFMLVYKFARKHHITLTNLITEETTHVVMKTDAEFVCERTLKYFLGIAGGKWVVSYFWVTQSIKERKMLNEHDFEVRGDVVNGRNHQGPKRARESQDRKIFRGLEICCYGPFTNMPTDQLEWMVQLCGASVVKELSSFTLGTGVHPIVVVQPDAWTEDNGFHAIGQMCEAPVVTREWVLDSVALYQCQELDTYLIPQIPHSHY
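Fluorescence polarization: 100 nM His-tagged BRCA1 BRCT with 100 nM TAMRA-labelled phospho-BACH1 decapeptide, phosphate buffer pH 7.3 with 150 mM NaCl, DTT, 0.01% Tween 20; 12 min RT. Binding inhibition seen as FP decrease.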
ERK AVP inh: qHTS Assay for Inhibitors of the ERK Signaling Pathway using a Homogeneous Screening Assay. HEK293-V1b, vasopressin-stimulated pERK AlphaScreen. Potency, µM (top dose mostly 57.5 µM), inactives show at the top dose activity, negative = inhibition, actives largely listed as inhibitors. 72,000 compounds, 0.99% hits. AID 995, 2007; further: potency means the concentration at half of the fitted maximal effect; on the % scale 0 is the no-effect control and ±100 the full control effect; nearly all actives have a fitted effect of over 55% in size
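Phosphorylated ERK1/2 detected via AlphaScreen bead proximity in lysates of V1b-expressing HEK293 cells given 25 nM vasopressin for 5 min after 30 min compound exposure (37 °C). AC50 from Hill equation; basal DMSO 0%, vasopressin 100%.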
A350 fluor: qHTS Assay for Spectroscopic Profiling in A350 Spectral Region; 59,000 compounds, 11% hits; Compound autofluorescence, 340/450 nm, Alexa 350 dye-equivalents; active compounds read high; AID 590, 2007; max dye-equivalent concentration, M; in the data active means max dye-equivalent concentration above about 10 nM; inconclusive means mostly about 1.1 nM to 9.6 nM
CRE-bla Fsk: Cell signaling CRE-BLA (Fsk stim) | CHO CRE-bla reporter (cAMP response element driving beta-lactamase), forskolin EC10, beta-lactamase ratio | Potency, µM (highest dose often 38.2 µM), inactives show at the highest dose activity change, negative = inhibition, most hits filed as activators | 71,000 compounds, 2.5% hits | AID 662, 2007; active means well fitted activation curve with a large enough effect in the signal ratio, with a control signal flat, not every such curve was filed as active; inconclusive means small, poorly fitted or top-dose-only effect, or effect the other way, or a change in a side signal; the % refers to the signal ratio; further: potency means the concentration at half of the fitted maximal effect; % of control where 0% means no effect
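The 460nm/530nm emission ratio after CCF4 loading defined %Activity, from which AC50 values were obtained. CRE-bla CHO cells received compound dilution series together with an EC10 level of NKH 477 for 3 hours at 37 degrees Celsius.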
HEK293 cAMP cs: qHTS Assay for Agonists of the Thyroid Stimulating Hormone Receptor: Activators of Intracellular cAMP Concentrations in Parental HEK 293. parental HEK293 CNG cAMP sensor, membrane potential fluorescence. Potency, µM (doses to about 57.1 µM), for the others: at the highest dose activation, actives largely listed as activators. 73,000 compounds, 2.5% hits; further: potency means the concentration at half of the fitted maximal effect; % of control where 0% means no effect; nearly all actives have a fitted effect of over 55% in size
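Parental HEK 293 cells stably expressing a modified CNG channel (no TSHR) report cAMP rise as membrane depolarization. Membrane potential dye with 100 uM RO 20-1724 was loaded for 60 min at room temperature, then compound added for 30 min; fluorescence read at 590 nm.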
Tau filament bind: qHTS Assay for Tau Filament Binding; recombinant tau filaments, thioflavin S fluorescence, 15 h; filaments grown with octadecylsulfate alongside compound; Potency, µM (titrated, usually from 57.1 µM), inactives show at the top dose activity change, negative = inhibition; 71,000 compounds, 2% hits; AID 596, 2007;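 further: potency means the concentration at half of the fitted maximal effect; on the % scale 0 is the no-effect control and ±100 the full control effect; actives lower thioflavin S fluorescence by blocking filaments or displacing dye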
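His-tagged recombinant human tau (exons 2, 3 and 10 included), 1 uM, was induced to fibrillize by 30 uM sodium octadecylsulfate with compound present. After 15 h at 37 C, thioflavine S fluorescence (ex 450, em 510 nm) was read.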
Casp1 inh: qHTS Assay for Allosteric/Competitive Inhibitors of Caspase-1; Potency, µM (doses to about 57.5 µM), inactives show at the top dose activity change, negative = inhibition, usual class: inhibitors; Caspase-1 enzyme, Ac-WEHD-AFC fluorogenic rate; P29466; 75,000 compounds, 0.03% hits; AID 900, 2007;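 further: potency means the concentration at half of the fitted maximal effect; plate controls were vehicle for no effect and no substrate for full effect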
USP2a inhib: qHTS Assay for Inhibitors of Ubiquitin-specific Protease USP2a | Potency, µM (highest dose often 38.3 µM), inactives show top-dose activity change, negative = inhibition, most hits filed as inhibitors | USP2a enzymatic assay, qHTS inhibition | Ubiquitin carboxyl-terminal hydrolase 2 (Homo sapiens), O75604 | 60,000 compounds, 0.1% hits;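 further: potency means the concentration at half of the fitted maximal effect; nearly all actives have a fitted effect of over 60% in size; plate controls were DMSO for no effect and NEM full inhibition control for full effect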
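USP2 core (20 nM final) was preincubated with compound for 30 min at RT in 20 mM Tris-HCl pH 8.0, 2 mM CaCl2, 2 mM beta-mercaptoethanol; Ub-PLA2 (20 nM) plus NBD C6-HPC (20 uM) then added, fluorescence read after 2.5 h.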
BRCT PPI green: qHTS Assay for Inhibitors of BRCT-Phosphoprotein Interaction (Green Fluorophore) | 75,000 compounds, 0.05% hits | Potency, µM (titrated, usually from 76.9 µM), without a hit: top-dose activity change, negative = inhibition, hits mostly inhibitors | Breast cancer type 1 susceptibility protein (Homo sapiens), P38398 | BRCA1 BRCT-phosphopeptide binding, green fluorescence polarization | AID 875, 2007;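 further: potency means the concentration at half of the fitted maximal effect; plate controls were peptide without protein for full effect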
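Compounds were incubated for 12 min at room temperature with a complex of 100 nM fluorescein-tagged pBACH1 decapeptide and 250 nM His-tagged BRCT protein. Buffer was phosphate pH 7.3 with EDTA, DTT and Tween 20. Disruption of binding lowers the polarization signal.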
FLuc inh: qHTS Assay for Inhibitors of Firefly Luciferase; Luciferin 4-monooxygenase (Photinus pyralis), P08659; AID 411, 2009; purified firefly luciferase, luminescence, 8 min; 72,000 compounds, 2.2% hits; Potency, µM (series often up to 57.1 µM), inactives show at the top dose activity change, negative = inhibition, hits mostly inhibitors; further: potency means the concentration at half of the fitted maximal effect; on the % scale 0 is the no-effect control and ±100 the full control effect; nearly all actives have a fitted effect of over 40% in size
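Firefly luciferase (PKLight detection mix) with 10 uM ATP in pH 7.2 imidazole buffer (KCl, MgCl2, Tween 20, BSA). Compounds tested across a concentration series (qHTS). Luminescence read after 8 min at ambient temperature.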
Numbers without * were called inactive; i = inactive; u = inconclusive; x = not tested or not shown; & = joins results of further samples; [ ] = another dose, or the depositor's remark. Unless noted, the call rests on the fitted dose curve; in most records, active means well fitted curve in the direction sought with a large enough effect; inconclusive means small, poorly fitted or top-dose-only effect, or another doubt; inactive means no such curve, though single readings can be large; an effect the other way counts as inactive or inconclusive.

SMILES	Caspase-7 inhib	BRCT inh red	ERK AVP inh	A350 fluor	CRE-bla Fsk	HEK293 cAMP cs	Tau filament bind	Casp1 inh	USP2a inhib	BRCT PPI green	FLuc inh
CCCn1c(SCC(=O)c2ccc3c(c2)OCCO3)nnc1-c1ccco1	1%	-1.8%	u	i	10%	21%	19%	-3%	17%	6.0%	-5%
CN1CCN(c2ncnc3ccc(-c4cccnc4)cc23)CC1	0%	-0.2%	u	i	9%	-3%	-9%	0%	-1%	0.2%	2%[2.29 µM]
Cc1ccc(CNc2oc(-c3ccco3)nc2C#N)cc1	-4%	-0.7%	-25%	i	10µM*	18%	-15%	-2%	1%	-1.5%	1%
CCS(=O)(=O)N1CCCC(C(=O)NCc2cccc(OC)c2)C1 (stereo unspecified)	-1%	0.9%	27%	i	7%	23%	-1%	0%	6%	1.1%	2%
O=C(CNC(=O)c1ccco1)NCC(=O)OCc1cccc(C(=O)Oc2ccccc2)c1	1%	-1.0%	-6%	i	-2%	11%	3%	1%	6%	-0.9%	1%
CCN1CCN(C(c2cccs2)C(C)NC(=O)c2ccco2)CC1 (stereo unspecified)	-2%	-1.4%	-17%	i	u	5%	4%	-2%	2%	-6.6%	0%
C[C@H](Cc1ccc(O)c(O)c1)[C@@H](C)Cc1ccc(O)c(O)c1	1%	1.9%	u	i	u	-18%&1%	u	1%	u	-2.2%	-3%[11.4 µM]
CSc1ncc(Cl)c(C(=O)C(C#N)c2nc3c(C)cc(C)cc3c(=O)[nH]2)n1 (stereo unspecified)	-2%	1.8%	19%	u	9%	u	4%	-5%	-27%	-0.7%	-41%
Cc1ccc(-c2nc(CS(=O)CC(=O)NCc3ccc(Cl)cc3)c(C)o2)cc1 (stereo unspecified)	-3%	-0.4%	7%	x	0%	u	404%	1%	x	-0.3%	1%
CC(C)Oc1ccc(N2CC(C(=O)Nc3ccccc3F)CC2=O)cc1 (stereo unspecified)	-1%	-4.4%	-8%	i	-1%	3%	-7%	1%	-6%	-7.9%	1%
O=C(c1cccnc1)N1CCN(C(=O)c2cccs2)CC1	1%	-0.9%	-18%	i	u	1%	2%	0%	-4%	-4.9%	0%
COc1cccc(OCc2nc3ncc(Br)cc3[nH]2)c1	0%	2.2%	7%	i	u	17%	18%	-1%	9%	-0.3%	0%
Cn1c(SCC(=O)c2cc3ccccc3o2)nnc1-c1ccccc1	-1%	0.4%	x	x	-18%	2%	4%	-3%	x	-0.9%	0%
O=C1C2CCCN2C(c2ccccc2F)N1c1ccc(F)cc1 (stereo unspecified)	2%	-0.2%	19%	i	-12%	1%	4%	-1%	8%	-2.9%	1%
CCOC(=O)c1ccccc1NC(=O)c1cc2sccc2n1C	-1%	-2.1%	9%	4.4e-08M*	u	u	-10%	-2%	21%	0.2%	-3%
O=C(O)CN1CCNCC1	1%	-1.1%	0%	i	0%	u	-11%	0%	-5%	-3.0%	1%
COC(=O)c1ccc(Oc2nc(N3CCCCC3)nc(N3CCOCC3)n2)cc1	-1%	-0.5%	-13%	i	u	15%	18%	-8%	8%	0.6%	2%
O=C(CCN1C(=O)c2ccccc2C1=O)N1CCN(C(=O)c2ccccc2)CC1	1%	0.7%	0%	i	18%	28%	10%	-2%	19%	-0.7%	0%
CCn1c(SCC(=O)N(C(C)C)C(C)C)nnc1-c1cc2ccccc2cc1O	0%	-0.4%	u	u	-11%	5%	12%	3%	26%	1.3%	0%
CC(Cc1ccccc1)C(=O)Nc1ccccc1 (stereo unspecified)	-2%	2.0%	-3%	x	-13%	17%	-15%	-1%	x	0.3%	x
O=C(OCC#CCSc1nc2ccccc2s1)c1ccco1	0%	0.2%	20%	i	-3%	11%	-7%	-1%	-4%	1.2%	0%
Cn1c(=O)c2c(nc(NCc3ccccc3)n2CC(=O)NCc2ccccc2)n(C)c1=O	2%	-0.6%	4%	i	-2%	3%	-16%	0%	3%	-3.9%	2%
COCCN(CC(=O)NCc1ccccc1)C(=O)CCC(=O)Nc1ccccn1	-1%	-0.1%	25%	2.1e-07M*	u	-2%	2%	-2%	-6%	-1.7%	-1%
COc1ccc(NC(=O)c2[nH]c(C)c(C(C)=O)c2C)cc1Cl	-1%	0.9%	u	u	u	-5%	43%	-2%	25%	-2.4%	-13%
CC(Nc1n[nH]c(=S)[nH]c1=O)C(=O)OCc1ccccc1 (stereo unspecified)	-3%	-2.0%	8%	x	-1%	9%	-9%	-1%	-11%	-1.5%	-3%

Further structures follow:
SMILES	Caspase-7 inhib	BRCT inh red	ERK AVP inh	A350 fluor	CRE-bla Fsk	HEK293 cAMP cs	Tau filament bind	Casp1 inh	USP2a inhib	BRCT PPI green	FLuc inh
CCOC(=O)N1CCN(S(=O)(=O)c2ccc3c(c2)CCN3C(=O)C2CCC2)CC1	0%	0.1%	8%	i	u	21%	-1%	0%	6%	-1.7%	0%
COc1ccc(-c2nnn(CC(=O)N(CCO)C(C(=O)NC3CCCC3)c3ccc(F)cc3)n2)cc1 (stereo unspecified)	0%	0.7%	5%	i	6%	u	18%	2%	5%	-1.1%	-28%
COC(=O)c1ccccc1NC(=O)c1nc2nc(C)cc(C)n2n1	3%	-6.3%	-22%	i	21%	3%	-15%	-1%	13%	1.9%	1%
Cc1occc1C(=O)n1nnc2ccccc21	0%	0.5%	27%	i	u	11%	19%	1%	3%	-2.5%	-2%
CCn1nc(NC(=O)c2cccnc2)c2cc3cccc(C)c3nc21	1%	0.1%	4%	i	-1%	1%	11%	0%	-5%	-0.1%	2%
CN1C(=S)SC(/[N+]([O-])=C\c2cccs2)C1(C)C (stereo unspecified)	-1%	-1.2%	-19%	i	-6%	20%	6%	-2%	0%	-2.3%	2%
Cc1cc(=O)oc2cc(OCC(O)CN3CCN(c4ccccc4)CC3)ccc12 (stereo unspecified)	0%	0.9%	u	1.1e-08M*	0%	3%	-9%	-2%	31%[activator]	-5.8%	1%
Fc1cccc(-c2cc3nc4c(c(N5CCC6(CC5)OCCO6)n3n2)CCCC4)c1	-3%	-0.1%	10%	8.3e-08M*	21%	u	4%	1%	u	1.6%	-12%
COC(=O)c1ccc(CSc2ncn[nH]2)o1	1%	0.5%	-16%	x	u	7%[11.4 µM]	-4%[11.4 µM]	-4%	-5%[7.66 µM]	-0.9%	1%
O=C(NCCCn1ccnc1)c1cc2c(s1)CCCCC2	1%	0.5%	-16%	u	12%	2%	-13%	1%	12%	1.1%	-10%
O=C(NCc1ccccc1)c1ccc(-c2ccccc2F)o1	0%	-0.6%	16µM*	i	-3%	14%	-6%	0%	12%	-4.2%	-4%
COc1cccc(C(=O)OCC(=O)Nc2ccccc2N2CCOCC2)c1	0%	0.0%	-10%	i	u	15%	-4%	-1%	8%	0.2%	1%
Cc1cc(NC(=O)COC(=O)C(Nc2ccc(C(F)(F)F)cc2Cl)C(C)C)no1 (stereo unspecified)	-2%	-5.4%	-13%	i	u	u	6%	0%	-6%	-4.1%	-2%
Nc1c(Nc2ccccc2)c2ccccc2oc1=O	-2%	-2.0%	-22%	i	3%	-9%	-21%	1%	-12%	-2.0%	-5%
O=S(=O)(c1ccccc1)N1CCC[C@@]2(CCN(c3ccncc3)C2)C1	2%	-0.7%	-20%	i	12%	u	20%	1%	-2%	-0.5%	1%[11.4 µM]
N#CCSc1nnc(-c2ccccc2)c(-c2ccccc2)n1	-2%	0.2%	x	x	x	12%	x	1%	x	-1.4%	x
OCCN1CCN(CC(O)COc2ccc3c(c2)OCO3)CC1 (stereo unspecified)	x	0.6%	-22%	i	-8%	8%	-9%	-1%	-14%	-1.4%	2%

Two records picked at random from the list so far, as already listed:
SMILES	Caspase-7 inhib	BRCT inh red	ERK AVP inh	A350 fluor	CRE-bla Fsk	HEK293 cAMP cs	Tau filament bind	Casp1 inh	USP2a inhib	BRCT PPI green	FLuc inh
Cc1occc1C(=O)n1nnc2ccccc21	0%	0.5%	27%	i	u	11%	19%	1%	3%	-2.5%	-2%
O=S(=O)(c1ccccc1)N1CCC[C@@]2(CCN(c3ccncc3)C2)C1	2%	-0.7%	-20%	i	12%	u	20%	1%	-2%	-0.5%	1%[11.4 µM]
